Compound activity (PubChem)
C-LANA FP – inhibitors of KSHV C-LANA binding to DNA, primary screen, biochemical, fluorescence polarization, FAM-LBS DNA, MBP-C-LANA, single point | hit rate 0.078% among 340,000 | inhibition, % at 9 µM | Kaposi's sarcoma herpesvirus LANA C-terminal domain (residues 932-1162) DNA binding | AID 504423, 2011;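 active = highest replicate inhibition at or above 60% at 9 µM, even if other replicates fall short; inactive = all replicates below 60% inhibition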;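 also: 0% = neutral control wells and 100% = 4 µM acridine orange control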
RTF Ca sens inh – cardiac RTF calcium sensitivity inhibitors, primary screen, biochemical, IANBD-TnC fluorescence, EC70 calcium | inhibition, % at 7.15 µM | IANBD-labeled cardiac RTF, Ca2+ fluorescence | hit rate 0.12% among 340,000;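 active = inhibition above the mean inhibition of all tested compounds plus 3 SD, cut at about 17% in these data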;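 also: assay run at fixed EC70 calcium of 1.6 mM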
SUMO Mot1 rescue – yeast Mot1-301 growth rescue at high temperature, primary screen, SUMOylation pathway inhibitor project, S. cerevisiae, ATP luminescence, 38.5C; S. cerevisiae Mot1-301 growth rescue; percent above DMSO median, 100 means doubled; AID 2716, 2010; hit rate 1% among 320,000; growth rescue, % at 18.8 µM;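 active = every valid replicate shows activation above 250% relative to neutral control wells; inactive = the rest, any valid replicate at or below 250%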;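 also: OY570 slx delta 5 strain wells were the positive control but not used for scaling; some compounds called inactive have numbers as strong as hits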
CDK5 inh – inhibitors of human CDK5/p35 kinase, primary screen, biochemical, single concentration | Recombinant CDK5/p35, ADP-Glo luminescence, 60 min | Cyclin-dependent kinase 5 (Homo sapiens) + Cyclin-dependent kinase 5 activator 1 (Homo … | inhibition, % at 10 µM | hit rate 0.01% among 330,000;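 active = highest replicate inhibition of at least 50% and at least 75% of replicates reaching 50%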;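 also: plate controls were DMSO neutral control for no effect and GW8510 at 10 µM for full effect; many of its hits are not listed in these tables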
Target sequence (Q00535 whole entry, looked up): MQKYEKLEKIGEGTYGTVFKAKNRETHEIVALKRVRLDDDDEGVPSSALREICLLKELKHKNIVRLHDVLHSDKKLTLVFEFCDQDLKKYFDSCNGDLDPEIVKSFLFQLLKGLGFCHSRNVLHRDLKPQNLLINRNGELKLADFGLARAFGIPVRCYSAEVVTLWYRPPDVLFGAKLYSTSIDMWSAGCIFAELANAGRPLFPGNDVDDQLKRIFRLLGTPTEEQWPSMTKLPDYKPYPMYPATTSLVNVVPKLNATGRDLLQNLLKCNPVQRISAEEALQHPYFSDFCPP
Target sequence (Q15078 whole entry, looked up): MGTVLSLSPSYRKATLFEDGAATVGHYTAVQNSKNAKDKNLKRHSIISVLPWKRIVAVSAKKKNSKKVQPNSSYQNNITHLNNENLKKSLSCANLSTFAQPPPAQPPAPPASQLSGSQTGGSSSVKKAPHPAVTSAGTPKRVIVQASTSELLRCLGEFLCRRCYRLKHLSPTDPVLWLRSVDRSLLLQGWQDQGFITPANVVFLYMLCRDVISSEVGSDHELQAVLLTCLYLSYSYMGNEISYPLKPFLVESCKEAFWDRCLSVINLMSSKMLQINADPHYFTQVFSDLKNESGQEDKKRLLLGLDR
dFosB activator – activators of delta FosB homodimer, primary screen, biochemical, fluorescence polarization, TAMRA-CDK5 oligo, single point; Protein FosB (Mus musculus), P13346; purified delta FosB; percent of positive-control signal above neutral wells; activation, % at 25 µM; hit rate 0.99% among 340,000;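 active = mean activation above about 17%, with every replicate also reaching it, limit read from the data, passing the limit was not always enough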;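 also: fluorescence polarization rise as delta FosB binds a TAMRA Cdk5 AP-1 oligo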
Target sequence (P13346 whole entry, looked up): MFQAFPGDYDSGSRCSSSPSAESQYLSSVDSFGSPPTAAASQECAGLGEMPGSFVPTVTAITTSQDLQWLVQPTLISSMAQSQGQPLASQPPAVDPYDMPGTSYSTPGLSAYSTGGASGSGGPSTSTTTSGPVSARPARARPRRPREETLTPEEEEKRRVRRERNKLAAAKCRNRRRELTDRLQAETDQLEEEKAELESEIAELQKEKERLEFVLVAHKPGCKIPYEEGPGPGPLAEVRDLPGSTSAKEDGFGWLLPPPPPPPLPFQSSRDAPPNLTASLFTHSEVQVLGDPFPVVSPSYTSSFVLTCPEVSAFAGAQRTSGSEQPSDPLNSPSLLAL
PfHsp90 set2 – growth inhibition of PfHsp90-expressing yeast, primary screen, antimalarial PfHsp90 inhibitor project, S. cerevisiae, BacTiter-Glo luminescence, single point, set 2; hit rate 0.32% among 310,000; AID 504621, 2011; BacTiter-Glo ATP, 48 h; yeast lacking PDR1 and PDR3 efflux regulators; inhibition, % at 9.4 µM;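 active = every replicate shows inhibition above about 80%, whatever the replicate mean, limit read from the data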;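 also: 0% = DMSO neutral controls and 100% = 20 µM radicicol positive controls; yeast relying on Plasmodium falciparum Hsp90 in place of its own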
NSD2 inh – NSD2 histone methyltransferase inhibitors, primary screen, biochemical, AlphaScreen, single concentration, set 2. NSD2 peptide methylation, 120 min. inhibition, % at 12.5 µM. hit rate 0.54% among 310,000. AID 743445, 2014; in the data active = inhibition above about 50%
cardiac RTF act – cardiac RTF calcium sensitivity activators, primary screen, biochemical, IANBD-TnC fluorescence, EC20 calcium; Troponin I, cardiac muscle (Homo sapiens) + Troponin T, cardiac muscle (Homo sapiens) + …; IANBD-labeled TnC RTF fluorescence at EC20 calcium; 0% EC20 calcium, 100% full calcium; activation, % at 7.2 µM; hit rate 0.24% among 340,000;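 active = activation above the mean over all tested compounds plus 3 SD, cut at about 30% in these data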;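 also: rise in fluorescence read as greater calcium sensitivity of cardiac thin filaments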
Keap1 Nrf2 FP – Keap1-Nrf2 protein-protein interaction inhibitors, primary screen, biochemical, fluorescence polarization, single point. Kelch-like ECH-associated protein 1 (Homo sapiens), Q14145. Keap1 Kelch-Nrf2 peptide fluorescence polarization, 1536-well. inhibition, % at 9.4 µM. hit rate 0.15% among 340,000. AID 504523, 2011; in the data active = inhibition above about 12%;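 also: human Keap1 Kelch domain with fluorescein labeled Nrf2 9mer peptide probe; 0% = neutral control wells and 100% = peptide positive control; higher means more block of Keap1 binding to Nrf2 peptide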
PvdQ acylase – P. aeruginosa PvdQ acylase inhibitors, primary screen, biochemical, fluorescence, plate reader and imaging, single point; PvdQ acylase [Pseudomonas aeruginosa LESB58]; purified PvdQ acylase; inhibition, % at 10 µM; hit rate 0.063% among 340,000; in the data active = inhibition above about 30%, passing the limit was not always enough;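 also: 0% = vehicle neutral wells and 100% = reference inhibitor wells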
Rtt109 Vps75 – inhibitors of C. albicans Rtt109/Vps75 HAT, primary screen, biochemical, ThioGlo CoA-SH fluorescence, plate reader; Histone acetyltransferase RTT109 (Candida albicans (strain SC5314 / ATCC MYA-2876)), …; purified Rtt109/Vps75, 4 h; inhibition, % at 34.9 µM; hit rate 0.16% among 330,000;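 active = inhibition of at least 50% in every replicate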
Numbers without * were called inactive; x = no result given. Not a hit list; overall some 3.2% were active at least once.

SMILES | C-LANA FP | RTF Ca sens inh | SUMO Mot1 rescue | CDK5 inh | dFosB activator | PfHsp90 set2 | NSD2 inh | cardiac RTF act | Keap1 Nrf2 FP | PvdQ acylase | Rtt109 Vps75
CCOc1ccc(CCNC(=O)c2ccc(S(=O)(=O)N3CCCC3)cc2)cc1OCC | -0.5 | 7 | -3 | -0.8 | -4 | 2 | -1 | -4 | -1 | 5 | 0
Cn1c2c(c(=O)n(C)c1=O)C(NS(=O)(=O)c1ccc(Cl)cc1)(C(F)(F)F)C(=O)N2 (configuration not stated) | 0.8 | -12 | -9 | -1.0 | 1 | 9 | -2 | 0 | -1 | 7 | 6
Cc1nc(C)n(CC(=O)N2CCCC(C(=O)c3ccc(Cl)cc3C)C2)n1 (configuration not stated) | 0.1 | 1 | 210 | -1.0 | -1 | -15 | 3 | -3 | -6 | 2 | -16
Cc1cc2c3c([nH]c2cc1S(=O)(=O)N1CCC2(CC1)OCCO2)CCCC3=O | -0.2 | -5 | 157 | -0.1 | -3 | 11 | 7 | -4 | 2 | -3 | -11
COc1ccc(S(=O)(=O)CCC(=O)NCc2ccc(C)o2)cc1 | 2.2 | 2 | -16 | -0.9 | -5 | 12 | x | 7 | -13 | -1 | -8
CCOC(=O)c1c(NC(=O)CSc2nnc(CNc3ccc(F)cc3)o2)sc(C(C)=O)c1C | -1.6 | -6 | -3 | 2.8 | -17 | x | 3 | 11 | -7 | -3 | 12
Cc1nc2ccc(NC(=O)c3ccc(Cl)c(NC(=O)c4cccs4)c3)cc2s1 | 17 | -16 | -15 | -0.3 | -16 | -12 | 2 | -1 | -3 | 2 | 0
CCNC(=O)COC(=O)c1cc(-c2ccco2)nc2ccccc12 | -0.3 | -3 | -8 | 0.2 | -13 | -3 | 0 | -3 | 4 | -4 | -32
Cn1nnnc1SCC(=O)Nc1ccccc1N1CCOCC1 | 0.9 | -4 | -15 | 0.8 | 0 | 7 | 0 | 2 | 0 | -19 | -1
CN(C)c1nccc(Nc2ccccc2)c1C#N | 3.2 | -4 | 50 | 1.8 | 6 | 9 | -3 | 2 | -1 | -16 | 7
COCCNc1oc(-c2ccccc2Cl)nc1C#N | 0.8 | -8 | 18 | -0.9 | 5 | -24 | x | 0 | 2 | -17 | -32
CC(=O)N/C(=C\c1ccccc1)C(=O)N1CCOCC1 | 7.4 | -5 | -17 | -1.6 | 3 | 5 | -2 | 3 | 6 | 9 | 6
CN(CC(=O)Nc1ccccc1Cl)C(=O)COC(=O)c1ccc([N+](=O)[O-])s1 | 0.9 | 5 | 2 | -0.9 | -2 | -9 | 78* | 4 | 0 | 13 | 3
O=c1oc2ccccc2c(Nc2cccc3cccnc23)c1[N+](=O)[O-] | 0.9 | -20 | 1 | 0.6 | -4 | 2 | 1 | 4 | 5 | -10 | -2
C=CC[C@@H](CC(=O)N[C@@H](CO)Cc1ccccc1)C(=O)N[C@@H](COC(=O)[C@@H](CC=C)CC(=O)OC(C)(C)C)Cc1c[nH]c2ccccc12 | 0.2 | -10 | -14 | -1.8 | -23 | 3 | x | -9 | -4 | -8 | 10
Cc1onc(-c2ccccc2)c1-c1nnc(CN2CCN(S(=O)(=O)c3ccccc3F)CC2)o1 | -0.8 | 9 | -2 | -0.9 | -8 | 15 | -3 | 2 | -2 | -11 | 8
Cc1cc(C)cc(OCC(=O)Nc2cnn(CCCC(=O)O)c2)c1 | -0.1 | 0 | 8 | 1.2 | -5 | 4 | -3 | 0 | -1 | -9 | 0
COc1ccc(-c2[nH]c(-c3cc(OC)c4c(c3)OCO4)nc2-c2ccccc2)cc1 | 1.4 | -1 | -3 | 0.2 | -11 | -5 | 7 | 1 | 0 | -17 | -1
CCC(NS(=O)(=O)c1ccc(C)cc1)C(=O)N1CCOCCOCCOCC1 (configuration not stated) | -1.5 | -18 | 5 | 2.7 | 4 | -11 | -4 | 4 | -7 | -23 | -7
O=S(=O)(Nc1ccc(Cc2ccncc2)cc1)c1ccc(Cl)cc1 | -1.3 | -8 | 67 | 0.2 | -6 | 19 | -2 | -1 | 4 | -8 | -3
O=c1cc(C23CC4CC(CC(C4)C2)C3)[nH][nH]1 | 0.2 | 11 | -16 | 0.7 | -2 | -5 | 6 | 0 | -1 | -5 | 0
CCC(C)Nc1ncnc2c1cnn2Cc1ccc(Cl)cc1 (configuration not stated) | -0.6 | -4 | 5 | -2.1 | -8 | 24 | x | 3 | -6 | -13 | 1
COc1cc(O)c(C(CCN2CCCCC2)c2cc(OC)c(OC)c(OC)c2)c(OC)c1 (configuration not stated) | 0.1 | 3 | -15 | -2.2 | 1 | x | x | -2 | -1 | 2 | 15
Cc1ccc(C)c(CN2CCCN(C(=O)Cn3ncc4c3-c3ccccc3OC4)C2)c1 | 0.6 | -6 | -12 | 0.4 | -19 | -5 | x | -5 | -3 | -16 | 2
COc1ccccc1CNC(=O)/C=C/C(=O)O | -1.6 | 1 | -6 | 0.6 | -1 | -6 | -5 | 10 | -4 | -13 | -6
NC(=O)CCS(=O)(=O)CCN1CCN(S(=O)(=O)c2ccc3c(c2)CCC3)CC1 | 0.1 | -5 | -23 | 1.9 | -3 | -8 | 46 | 6 | -3 | -17 | -4
O=C(CN(Cc1cccs1)C(=O)CSc1nnc(COc2ccccc2)o1)NC1CCCC1 | -0.2 | -19 | 52 | -2.3 | -4 | 14 | -3 | 11 | -1 | -20 | 8
CCOc1ccc(N(C)c2ccc(/C=C3/SC(=S)NC3=O)cc2)cc1 | -2.3 | -59 | 6 | 1.3 | -15 | 1 | 24 | 45* | -5 | 7 | -3
CCCCCCCC(=O)N1c2ccccc2NC(=O)C1CC(=O)Nc1ccc(C(=O)O)cc1 (configuration not stated) | -0.7 | -1 | 14 | -1.1 | -8 | -6 | -1 | -1 | -2 | 0 | -1
CN(CC(=O)Nc1ccc(F)cc1)C(=O)COC(=O)Cc1c(F)cccc1Cl | 3.2 | 0 | 52 | 0.8 | -4 | x | -9 | 0 | 2 | -2 | -1
COCCCNC(=O)CNC(=O)c1nn(-c2ccc(OC)cc2OC)c(=O)c2ccccc12 | -0.8 | -2 | 0 | 1.2 | 6 | -7 | -2 | -6 | 0 | -9 | 3
CCN(C[C@H]1N[C@@](CC)(C(=O)OC)[C@H]2C(=O)N(Cc3ccccc3)C(=O)[C@@H]12)C(=O)Nc1ccc(C(F)(F)F)cc1 | -1.7 | 4 | -8 | 0.7 | 3 | x | x | -5 | 3 | 4 | -6
CCOC(=O)C1CCN(C(=S)Nc2cccc(C)c2)CC1 | 1.1 | -9 | 233 | 3.3 | 7 | 18 | x | 3 | 7 | -11 | x
O=C(C[C@H]1C[C@H](C(=O)N2CCOCC2)[C@@]2(CCC3CCCC3)c3[nH]c4cc(-c5ccco5)ccc4c3CCN2C1=O)NCC12CC3CC(CC(C3)C1)C2 | -0.7 | -7 | x | 0.5 | -8 | -25 | x | 3 | -1 | -3 | 0
CC1(C)CC(NC(=O)c2ccccc2)CC(C)(C)N1 | 1.0 | -7 | -19 | 2.0 | -2 | -12 | -3 | -1 | 2 | -15 | -5
C/C(=N\NC(=O)c1cnccn1)c1ccc([N+](=O)[O-])cc1 | -0.9 | -3 | 35 | 1.5 | -1 | 5 | -1 | -11 | 4 | 5 | -5
O=C(Cn1cnc2ccccc21)c1ccc(Cl)cc1 | -3.6 | 5 | -31 | -0.3 | -1 | 9 | -3 | 3 | -3 | -4 | 2
COc1ccc(/C=N/NC(=O)C2C(=O)NCC2c2ccccc2)c(OC)c1 (configuration not stated) | 0.2 | -36 | 7 | 0.0 | -3 | -1 | 0 | -3 | -2 | -1 | x
Cc1onc(-c2ccccc2Cl)c1C(=O)N1CCN(C/C=C/c2ccccc2)CC1 | 1.5 | 9 | 1 | -1.7 | -15 | -6 | 3 | 4 | 6 | 3 | 6
COc1ccccc1C1/C(=C(/O)c2ccc(C)cc2)C(=O)C(=O)N1Cc1ccco1 (configuration not stated) | 0.8 | 0 | 4 | 0.3 | -11 | -18 | 1 | 3 | -3 | -13 | 6
Cc1nnc(SCc2ccccc2CSc2nnc(C)s2)s1 | 0.1 | 0 | -6 | -1.6 | -1 | x | -4 | -9 | -2 | -4 | -7
NC(=O)C1CCN(Cc2nc(-c3cccs3)no2)CC1 | 0.7 | -4 | 1 | 0.2 | -11 | 23 | -10 | 11 | -5 | -7 | 1
COC(=O)[C@@]1(C)[C@H]2C(=O)N(Cc3ccccc3)C(=O)[C@H]2[C@H]2CN=C(SCC3CC3)N21 | -4.7 | -9 | x | -0.7 | -5 | -9 | x | -3 | 1 | -14 | -11
Cc1cccc(NS(=O)(=O)c2cc(C(=O)N3CCc4ccccc4C3)ccc2Cl)c1C | 1.5 | -9 | -9 | -0.7 | 2 | 5 | -1 | 1 | 2 | -12 | x
COc1ccc(CN2C(=O)C(C)N(C(=O)c3c(F)cccc3F)c3ccccc32)cc1 (configuration not stated) | -0.3 | -1 | 61 | 1.4 | -2 | -3 | -3 | 4 | 6 | -1 | 1
CN1CCN(C(=O)CN(Cc2ccccc2)S(C)(=O)=O)CC1 | 0.5 | -3 | 7 | 0.6 | -4 | -17 | -4 | -2 | -8 | -8 | 14
CCO[C@@H]1OC(C(=O)NCc2nc3ccccc3[nH]2)=C[C@H](c2coc3ccccc3c2=O)[C@H]1CCCO | 1.2 | 3 | 9 | 0.9 | -9 | 4 | x | -4 | -2 | 2 | -3

Record cards (already shown). Order of values: C-LANA FP, RTF Ca sens inh, SUMO Mot1 rescue, CDK5 inh, dFosB activator, PfHsp90 set2, NSD2 inh, cardiac RTF act, Keap1 Nrf2 FP, PvdQ acylase, Rtt109 Vps75
`Cc1nnc(SCc2ccccc2CSc2nnc(C)s2)s1` is entered as 0.1, 0, -6, -1.6, -1, x, -4, -9, -2, -4, -7
`NC(=O)C1CCN(Cc2nc(-c3cccs3)no2)CC1` is entered as 0.7, -4, 1, 0.2, -11, 23, -10, 11, -5, -7, 1
